Screening data from PubChem.
HSF1 activator – increases HSF-1 driven luciferase reporter signal; AID 504408; NIH3T3-HGL HSF-1 luciferase reporter, MG132, 8 h; 100% = twice DMSO control signal; actives 1.7% (n = 300,000); activation, % at 9 µM;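 active means mean replicate activation of at least 50% with a set share of replicates each reaching 50%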;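 further: 0% = median of the neutral control wells and 100% = twice that signal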
HSF1 inhib – HSF1 inhibition; NIH3T3-HGL HSE-luciferase, MG132-induced, luminescence 8 h; active compounds read low; activity change, negative = inhibition, % at 7.5 µM (by protocol); actives 0.77% (n = 300,000);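 active means more than half of replicate wells show activity change below -50%, luminescence cut by over half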;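 further: luciferase reports HSF-1 transcriptional activity via heat shock element; 0% = median of DMSO wells and -100% = zero luminescence signal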
KLF5 inh – inhibitors of KLF5 expression; DLD-1 KLF5 promoter-luciferase reporter, luminescence; inhibition, % at 5 µM; actives 0.23% (n = 290,000);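 active means inhibition above a per-plate limit of that plate's mean compound inhibition plus 3 SD, cut at about 60% in these data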;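 further: 0% = DMSO wells and 100% = LY294002 at 200 µM; higher means less KLF5 promoter-driven luciferase light; inactives centre near -14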
Platelet DG rel – platelet dense granule release activity; inhibition, %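 (compounds screened at 7.5 µM in platelet-rich plasma)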; actives 0.22% (n = 300,000); human platelet-rich plasma, SFLLRN dense granule ATP release, luminescence;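 active means mean replicate score, as percent of positive control, at or above 50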
SKKanGAS inh – SKKanGAS growth inhibition; inhibition, % at 7.5 µM; actives 1.3% (n = 300,000); S. pyogenes SKKanGAS, kanamycin growth, BacTiter-Glo, 6 h;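 active means mean replicate score, as percent of positive control median, at least 50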;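 further: strain carries kanamycin resistance gene driven by streptokinase promoter and grows in 40 µg/ml kanamycin; loss of luminescence reflects streptokinase promoter inhibition or plain growth inhibition; 0% = median of DMSO wells and 100% = positive control at its reference dose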
AI-2 QS mod – modulators of Vibrio harveyi AI-2 quorum sensing system | Vibrio harveyi JMH597 AI-2 luminescence/OD600 ratio, 9 h; active compounds read low; strain lacks LuxN and CqsS sensors; 0 = neutral-control median | activity change, % at 7.5 µM | actives 0.4% (n = 300,000) | AID 2094; in the data active means activity change below about -75%, passing the limit was not always enough;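 further: luminescence divided by OD600 gain over 9 h not by final OD600 alone; inactives centre near 13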
HSP90 inh – inhibitors of HSP90 luciferase refolding in rabbit reticulocyte lysate. luciferase refolding luminescence, 3 h. inhibition, % at 5.6 µM. actives 0.91% (n = 290,000). AID 1789;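 active means inhibition above the screen-wide mean plus 3 SD, computed separately per campaign, cut at about 16% in these data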;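 further: 0% = DMSO wells and 100% = 60 µM geldanamycin wells; inhibitors lower the luminescence because luciferase stays unfolded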
aSyn UTR inh – MLPCN primary screen, SNCA 5' untranslated region; actives 0.82% (n = 300,000); alpha-synuclein 5'UTR reporter, inhibitor activity; inhibition, % (tested at 7.5 µM); in the data active means inhibition above about 60%;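 further: H4 neuroglioblastoma cells stably carrying SNCA 5'UTR luciferase fusion; 0% = DMSO wells and 100% = positive control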
HIF activator – HIF pathway transcriptional activation. activation, % at 7.5 µM (by protocol). actives 0.32% (n = 300,000). U2OS HRE-luciferase reporter, luminescence; normalized: DMSO 0%, desferrioxamine 100%;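 active means mean activation of at least 10% of the iron chelator positive control signal, with at least half of replicates also reaching 10%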
IEC-6 cytotox – kills IEC-6 intestinal cells in KLF5 counter-screen | IEC-6 cytotoxicity, luminescence viability | inhibition, % at 5 µM | actives 0.78% (n = 290,000) | AID 1825; in the data active means inhibition above about 22%;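 further: 0% = plate median of test compound wells and 100% = cytotoxic reference compound wells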
Active calls of the source: *; x = no result given.

SMILES | HSF1 activator | HSF1 inhib | KLF5 inh | Platelet DG rel | SKKanGAS inh | AI-2 QS mod | HSP90 inh | aSyn UTR inh | HIF activator | IEC-6 cytotox
Cc1cc(C)c2nc(SCC(=O)N(C)C3CCS(=O)(=O)C3)cc(C)c2c1 (configuration not stated) | 10 | -1 | -15 | -1 | -15 | 21 | -3 | 15 | 0.0 | -2
Cc1c(Cl)cccc1NC(=O)CNC(=O)c1ccco1 | -2 | -2 | -20 | -1 | 3 | 14 | -1 | 6 | 0.9 | 2
Cc1ccc(C(=O)OCc2nc3ccccc3s2)o1 | 14 | 12 | x | 11 | 0 | 6 | x | -103 | 3.6 | x
CCN(c1ccccc1)S(=O)(=O)c1cc(C(=O)Nc2ccccc2Cl)ccc1F | -13 | -7 | -12 | 0 | 11 | 5 | -1 | 29 | 0.1 | -2
CC1CCCCN1C(=O)NC1CC(=O)N(c2ccc3c(c2)OCCO3)C1 (configuration not stated) | -1 | -3 | x | 4 | 3 | 29 | x | -3 | 0.1 | x
CNCC(=O)N(CC(C)C)c1c(N)n(CC(C)C)c(=O)[nH]c1=O | 5 | -7 | -19 | 0 | -1 | 12 | 3 | -2 | -0.2 | 4
CCS(=O)(=O)N1CCN(Cc2ccccc2OC)CC1 | -26 | -1 | -30 | 1 | -2 | 5 | -1 | 11 | -0.1 | -1
COc1cccc(/C(C)=N/Nc2ncc(Cl)cc2Cl)c1 | -48 | -37 | -15 | 1 | -4 | 7 | -3 | -119 | 1.1 | 2
CCOC(=O)c1c(NC(=O)CCS(=O)(=O)c2ccccc2)sc2c1CCN(C(C)C)C2 | 7 | -2 | -30 | -11 | 9 | 21 | 4 | -11 | 0.0 | -1
O=C(COC(=O)c1ccc2c(=O)n3c(nc2c1)CCC3)Nc1ccc(OC(F)F)cc1 | 1 | 3 | -15 | 5 | 3 | 21 | -6 | 8 | 0.0 | -6
COc1ccccc1C(c1c(N)n(C)c(=O)n(C)c1=O)C(C)[N+](=O)[O-] (configuration not stated) | 2 | 1 | -1 | 0 | 4 | -2 | -4 | -14 | 0.5 | -8
CN1C(=O)/C(=C/c2cc(N=Nc3ccccc3)ccc2O)SC1=S | -26 | -18 | -47 | 4 | 34 | 11 | -2 | 10 | 1.1 | -8
O=C1CCN(Cc2ccc(Br)cc2)CCN1[C@H](CO)c1ccccc1 | 4 | -1 | -20 | 8 | 1 | 34 | -7 | 10 | -1.2 | -8
Cc1ccc(OC(=O)c2cc(C)nn2C(C)(C)C)cc1 | -5 | 1 | -14 | 8 | 0 | 14 | -1 | -25 | -1.4 | -3
COc1ccc(-c2nc(CS(=O)CC(=O)NCCC3=CCCCC3)c(C)o2)cc1 (configuration not stated) | 6 | 10 | -18 | 1 | -10 | 31 | 0 | -86 | 3.3 | -1
O=C(/C=C/c1cccs1)N1CCCC1 | -30 | -10 | -26 | 7 | -3 | -4 | -2 | -43 | -1.3 | -3
COc1ccccc1N1CCN(C(=O)c2cccc(NC3=NC4CS(=O)(=O)CC4S3)c2)CC1 (configuration not stated) | -12 | -1 | -8 | -5 | -4 | 27 | 0 | -4 | -0.4 | -1
COc1ccc(N2C(=O)CC(NCc3cccs3)C2=O)cc1 (configuration not stated) | 11 | -4 | -38 | 5 | 0 | 0 | -1 | 3 | -0.1 | 1
Cc1ccc(-c2n[nH]c(=S)n2/N=C/c2cccs2)cc1 | 15 | 1 | 9 | -3 | 36 | 14 | 5 | 26 | -0.3 | 2
Clc1ccc(-c2nnc(COc3ncnc4sccc34)o2)cc1 | 34 | 23 | -16 | 4 | 1 | -36 | -5 | -9 | 0.6 | -2
CCCCCCOc1ccc(C(CC(=O)NC)C(=O)O)cc1 (configuration not stated) | -1 | 2 | -11 | 4 | 3 | 34 | -4 | -1 | 0.5 | -3
CCOC(=O)COc1ccc2c(=O)cc(-c3ccccc3)oc2c1 | 22 | -1 | -47 | 6 | 3 | x | 2 | -26 | -0.3 | -3
NC1=NC2(CCCC2)n2c(nc3ccccc32)N1 | 10 | -1 | 14 | -5 | -8 | 21 | -2 | -16 | 0.4 | 6
O=C(NCCN1C(=O)C2C3C=CC(C3)C2C1=O)Nc1cccnc1 (configuration not stated) | 16 | -1 | -15 | 6 | 0 | 37 | 0 | 10 | 0.2 | 0
COC(=O)[C@@]1(C)CC[C@]2(C)CC[C@@]3(C)C(=CC(=O)C4[C@@]5(C)CC[C@H](O)C(C)(C)[C@@H]5CC[C@]43C)[C@H]2C1 (some centres not stated) | -11 | -1 | x | 0 | 6 | 34 | x | -2 | 0.3 | x
CC1CCCC(C)N1C(=O)CSc1nnc(-c2cccs2)o1 (configuration not stated) | 5 | 0 | -145 | -2 | -11 | 18 | 2 | -82 | 0.4 | -4
COc1ccccc1N1C(=O)C(=O)N(C)C1=O | 1 | -7 | x | -2 | -8 | 25 | x | -10 | -0.6 | x
Nc1nonc1-n1nnc(C(=O)N/N=C/c2ccc(OCc3ccccc3F)cc2)c1CNc1ccccc1 | -8 | 8 | -31 | 1 | 13 | 20 | 7 | -75 | 2.3 | 8
COc1ccc(S(=O)(=O)N(C)c2ccc(C(=O)NCc3ccccn3)cc2)cc1 | 68* | 23 | -40 | -3 | -2 | 16 | 4 | 0 | -0.3 | 2
COc1ccc(C2=NN(C(C#N)c3ccc(OC)c(OC)c3)C(c3ccccc3)C2)cc1 (configuration not stated) | 90* | 32 | -139 | 1 | 2 | -1 | -3 | -172 | 4.0 | 6

Reprinted at random: 7 entries already listed.
SMILES | HSF1 activator | HSF1 inhib | KLF5 inh | Platelet DG rel | SKKanGAS inh | AI-2 QS mod | HSP90 inh | aSyn UTR inh | HIF activator | IEC-6 cytotox
CC1CCCCN1C(=O)NC1CC(=O)N(c2ccc3c(c2)OCCO3)C1 (configuration not stated) | -1 | -3 | x | 4 | 3 | 29 | x | -3 | 0.1 | x
COc1ccccc1C(c1c(N)n(C)c(=O)n(C)c1=O)C(C)[N+](=O)[O-] (configuration not stated) | 2 | 1 | -1 | 0 | 4 | -2 | -4 | -14 | 0.5 | -8
Cc1ccc(C(=O)OCc2nc3ccccc3s2)o1 | 14 | 12 | x | 11 | 0 | 6 | x | -103 | 3.6 | x
Cc1cc(C)c2nc(SCC(=O)N(C)C3CCS(=O)(=O)C3)cc(C)c2c1 (configuration not stated) | 10 | -1 | -15 | -1 | -15 | 21 | -3 | 15 | 0.0 | -2
Cc1c(Cl)cccc1NC(=O)CNC(=O)c1ccco1 | -2 | -2 | -20 | -1 | 3 | 14 | -1 | 6 | 0.9 | 2
CCOC(=O)COc1ccc2c(=O)cc(-c3ccccc3)oc2c1 | 22 | -1 | -47 | 6 | 3 | x | 2 | -26 | -0.3 | -3
Clc1ccc(-c2nnc(COc3ncnc4sccc34)o2)cc1 | 34 | 23 | -16 | 4 | 1 | -36 | -5 | -9 | 0.6 | -2

New compounds follow:
compound	HSF1 activator	HSF1 inhib	KLF5 inh	Platelet DG rel	SKKanGAS inh	AI-2 QS mod	HSP90 inh	aSyn UTR inh	HIF activator	IEC-6 cytotox
CCc1cc2c(N3CCN(C(=O)c4ccco4)CC3)ncnc2s1	10	5	-12	8	2	17	1	5	0.0	0
O=C(c1cc(Cl)nc2ccccc12)N1CCc2ccccc2C1	-2	-1	-34	-2	4	3	1	-5	0.2	17
C[C@H](NC(=O)C1CCN(S(=O)(=O)c2ccccc2)CC1)C(=O)NCc1ccccn1	-22	2	-12	5	-5	-3	3	-8	0.4	7
C=CCn1c(SCC(=O)NC2CC2)nc2sc(CC)cc2c1=O	27	5	-9	-2	30	16	4	27	-0.9	-4
C/C(Cc1ccccc1)=N\NC(=O)c1ccc(F)cc1	10	-2	-28	-7	-20	10	-1	-3	0.1	10
O=C(Nc1ccc(S(=O)(=O)N2CCCC2)cc1)C1CCCN1C(=O)c1cccs1 (configuration not stated)	-9	0	14	-1	-4	-5	-3	-5	-0.6	2
CN(C)CCC(Oc1ccccc1OCc1ccccc1)c1ccccc1 (configuration not stated)	15	12	x	-1	2	17	x	-13	0.8	x
C/C(=N\NC(=O)CN1CCN(Cc2ccccc2)CC1)c1ccncc1	3	-9	-7	-3	-25	30	11	24	0.2	7
Cc1cc(C)nc(-n2ncc3c2CC(c2ccc(F)cc2)CC3=O)n1 (configuration not stated)	34	6	-15	10	-16	1	-4	8	-1.0	-6
COC(=O)C1=C(COc2ccc(C=O)cc2OC)NC(=O)NC1c1cc(C)ccc1C (configuration not stated)	x	x	-41	-1	-1	22	-2	14	x	0
COc1ccc(CC(=O)Nc2ccc(C(=O)NC(C)(C)C)cc2)cc1OC	1	2	-7	7	1	13	-1	18	0.2	-3
C=CCn1c(SCC(=O)OCc2ccccc2)nc2c1c(=O)n(C)c(=O)n2C	-20	-2	-30	0	5	8	-1	5	-0.2	-2
COc1ccc(-c2nnc(NC(=O)c3cccs3)s2)c(OC)c1	19	-4	-16	3	9	18	1	-76	0.5	0
COc1cc(-c2cc(C(=O)NN3CCN(C)CC3)c3ccccc3n2)cc(OC)c1OC	-12	-7	-26	-15	3	15	3	9	0.8	-1
Cc1ccc2c(c1Br)/C(=N/N1C(=O)c3ccccc3C1=O)C(=O)N2	24	5	-3	12	2	11	2	-17	0.2	-2
COc1cccc(C(=O)NC(=S)Nc2ccc3oc(=O)ccc3c2)c1	1	8	-14	3	6	27	0	15	0.1	-1
O=C(Nc1ccc2c(c1)OCCO2)c1ccc(Br)s1	44	8	-138	5	1	22	12	-48	-0.4	0
C(=N\N1CCN(Cc2ccccc2)CC1)/c1ccccc1	14	8	-18	0	-5	17	0	-64	0.9	0
CCCCn1c(N)c(N(CC(C)C)C(=O)C2CCN(S(=O)(=O)c3ccc(F)cc3)CC2)c(=O)[nH]c1=O	37	0	-11	-5	15	6	-2	-9	-0.8	-1
CC[N+](CC)(CC)C/C(N)=N/O	-5	-10	-7	-3	5	2	1	18	-0.1	-7

Other records follow.
compound	HSF1 activator	HSF1 inhib	KLF5 inh	Platelet DG rel	SKKanGAS inh	AI-2 QS mod	HSP90 inh	aSyn UTR inh	HIF activator	IEC-6 cytotox
O=C(COC(=O)c1ccccc1Cl)NC(=O)NCc1ccccc1	-5	1	-47	2	-3	-38	-1	-1	-0.7	-1
Cc1ccc(-c2nc(C#N)c(NCCc3ccccn3)o2)cc1	42	29	-22	1	1	26	0	-151	1.5	2
COc1ccc(N(CC(=O)NC(C)C)C(=O)CCC(=O)Nc2ccccn2)cc1	-11	-15	-7	3	-3	5	0	1	-1.0	4
O=C(c1ccco1)N1CCN(C(=O)C2c3ccccc3Oc3ccccc32)CC1	0	2	-8	4	2	7	2	-6	-0.2	-1
Cc1cc(OCC(=O)N2CCOCC2)ccc1[N+](=O)[O-]	29	7	-103	4	-4	28	-1	-76	2.5	0
CN1CCC(Oc2ccccc2Sc2ccc(C(F)(F)F)cc2)CC1	-4	0	7	8	7	3	-6	1	-1.2	-1
